yeast mlh1 rad18 = NCI yeast anticancer drug screen, S. cerevisiae mlh1 rad18 strain; 79,000 tested, 11% active; AID 175, 2004; growth inhibition, % at 50 µM;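 also: 0% = growth of vehicle-only cultures of the same strain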
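Test agents were incubated with a yeast strain of defined genotype (DNA damage repair defect). Inhibition of growth was derived by comparison with vehicle-exposed cultures.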
bub3 = NCI yeast anticancer drug screen, S. cerevisiae bub3 mutant strain. % growth inhibition at 50 µM. 78,000 tested, 9.9% active;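 also: 0% = growth of vehicle-only cultures of the same strain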
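Readout: yeast growth inhibition, expressed relative to vehicle-only wells. The test organism is a mutant strain from a panel with lesions in DNA repair or checkpoint genes.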
cln2 rad14 = NCI yeast anticancer drug screen, S. cerevisiae cln2 rad14 strain. growth inhibition, % at 50 µM. 78,000 tested, 8.3% active;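 also: 0% = growth of vehicle-only cultures of the same strain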
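Yeast carrying cln2 and rad14 alterations (cell cycle control and DNA damage repair) were exposed to compounds. Growth inhibition was measured against vehicle-treated controls.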
yeast rad50 = NCI yeast anticancer drug screen, S. cerevisiae rad50 strain. % growth inhibition at 50 µM. 79,000 tested, 10% active;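 also: 0% = growth of vehicle-only cultures of the same strain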
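Cells are treated with compound, grown, and their growth is then scored against vehicle-only cultures of the same repair-deficient yeast strain.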
mec2-1 = NCI yeast anticancer drug screen, S. cerevisiae mec2-1 strain; growth inhibition, % at 50 µM; 79,000 tested, 9% active; AID 157, 2004;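 also: 0% = growth of vehicle-only cultures of the same strain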
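Test agents were screened against the mec2-1 yeast strain, with defined DNA repair or cell cycle alteration. Growth was scored as inhibition against vehicle-only controls.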
sgs1 mgt1 = NCI yeast anticancer drug screen, S. cerevisiae sgs1 mgt1 strain. growth inhibition, % at 50 µM. 78,000 tested, 10% active. AID 161, 2004;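 also: 0% = growth of vehicle-only cultures of the same strain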
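This yeast growth screen uses a strain with defined DNA-repair lesions; compound-treated growth is compared with vehicle-treated growth.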
* = called active by the depositor; x = not tested or not shown; & = joins results of further samples. Rule as the data show it: active = growth inhibition above about 70%; inactive = the rest.

SMILES	yeast mlh1 rad18	bub3	cln2 rad14	yeast rad50	mec2-1	sgs1 mgt1
CCCCCCC1OCCO1	15	-5	-13	30	3	16
Cc1ccc(C)c(NC(=O)CCC(=O)C(C#N)c2nc3ccccc3s2)c1 (stereo not drawn)	-6	4	18	26	-3	-5
CCCCN=C(Cl)C(Cl)(c1ccccc1)c1ccccc1	19	19	12	23	6	22
Oc1ccccc1C1=NCCO1	26	2	6	38	21	32
NCC(O)C(F)(F)F (stereo not drawn)	-14	2	-15	-5	-8	-27
BrC1(Br)C2CC/C=C/CCCCC21 (stereo not drawn)	-27	-3	-2	-10	14	21
Cc1nc(Nc2ccccc2Cl)sc1C(=O)CC(=O)C(N)=O	49	3	24	37	21	39
CCOC1(C)CC(c2cc(OC)c(OC)c(OC)c2)c2cc3c(cc2O1)OCO3 (stereo not drawn)	22	7	52	10	1	-3
CCCCN(CCC=C1c2ccccc2Oc2ccccc21)CCCC	100*	12	99*	100*	100*	100*
Cc1ccc(OC/C=C/c2ccc(Cl)cc2)cc1	85*	67	65	77*	53	85*
CNC1C(CO)OC(n2cnc3c(N)ncnc32)C1O (stereo not drawn)	-13	3	-61	2	-10	4
CC(=O)OC(C)C1(C)CCC2CCCC(C)(C)C2C1 (stereo not drawn)	-14	9	1	-6	-5	-12
Cc1cn(C(C#N)=C(C#N)C#N)c2ccccc12	-16	18	-37	14	22	-5
Cc1ccc(N=Cc2ccccc2O)cc1	-5	-23	19	10	4	11
c1ccc(CCc2ccncc2)cc1	-13	4	-26	-3	-23	-8
CC(C)C1=C(O)c2ccccc2C(=O)C1=O	90*	84*	63	87*	79*	90*
C=CCOc1cc2c(cc1Cc1ccc3c(c1)OCO3)OCO2	-3	8	9	-7	-8	-8
CNC(=S)/N=c1/sc([N+](=O)[O-])c(C)n1C	55	45	-2	65	12	68
CC(=O)Nc1cccc(S(=O)(=O)c2cccc(NC(C)=O)c2)c1	-10	8	-67	-10	-10	-8
C1C[S+]2CC[S+]1CC2	28	19	-6	4	29	24

Entries shown so far that contain a halogen, in the order listed:
SMILES	yeast mlh1 rad18	bub3	cln2 rad14	yeast rad50	mec2-1	sgs1 mgt1
CCCCN=C(Cl)C(Cl)(c1ccccc1)c1ccccc1	19	19	12	23	6	22
NCC(O)C(F)(F)F (stereo not drawn)	-14	2	-15	-5	-8	-27
BrC1(Br)C2CC/C=C/CCCCC21 (stereo not drawn)	-27	-3	-2	-10	14	21
Cc1nc(Nc2ccccc2Cl)sc1C(=O)CC(=O)C(N)=O	49	3	24	37	21	39
Cc1ccc(OC/C=C/c2ccc(Cl)cc2)cc1	85*	67	65	77*	53	85*

Next compounds:
SMILES	yeast mlh1 rad18	bub3	cln2 rad14	yeast rad50	mec2-1	sgs1 mgt1
COc1cc(CN(c2ccccc2C(=O)O)S(=O)(=O)c2ccc(C)cc2)ccc1[N+](=O)[O-]	36	-4	-20	44	3	38
COc1cc2c(cc1O)C1Cc3ccc(OC)c(O)c3C(C2)N1C (stereo not drawn)	-68	-6	-5	66	-3	-5
O=c1[nH]nnc2c(Cl)cc(Cl)cc12	25	-1	-13	45	22	12
CCC(O)C#C[Si](C)(C)C (stereo not drawn)	-21	-9	-13	5	18	4
O=C(C#Cc1ccccc1)Nc1ccccc1CC(c1c[nH]c2ccccc12)c1c[nH]c2ccccc12	-8	9	5	1	-2	2
O=S(=O)(O)Cc1ccccc1	2	2	-24	-30	-22	-19
CC1SC2=NC3=C(c4ccccc4C3=O)C(c3ccccc3Cl)N2C1=O (stereo not drawn)	23	18	5	16	9	9
CC(=O)Oc1ccc2ccccc2c1Cc1c(OC(C)=O)ccc2ccccc12	15	3	-8	32	4	16
CCC(CC)C(=O)OCCCCC1CCCO1 (stereo not drawn)	-3	12	-17	6	11	5
Cc1cc(=O)[nH]c2oc(-c3ccccc3)cc(=O)c12	-21	14	-8	-6	7	-11
CCCOC(=O)c1cccc(C)c1	1	9	-25	0	-8	-5
O=C1NC(=O)N2CCCOC2C1c1ccccc1 (stereo not drawn)	22	-3	-10	0	-6	0
CC(=O)c1ccc2c(c1)NC(=O)CC(C)N2 (stereo not drawn)	0	5	-26	1	-1	12
CN(C)c1ccc(/C=C2/CC(=O)N(c3ccccc3)C2=O)cc1	16	-1	-35	16	1	25
O=S(=O)(/C=C/S(=O)(=O)c1ccccc1)c1ccccc1	98*	98*	98*	98*	99*	99*
Cc1ccc([N+](=O)[O-])cc1NC(=O)COc1ccc(Cl)cc1Cl	1	2	10	6	1	14
Cn1ncc2c(=S)[nH]c(=S)[nH]c21	2	2	8	19	-9	2
Cc1cc2[nH]c(=S)n(C3OC(CO)C(O)C3O)c2cc1C (stereo not drawn)	7	-9	-2	3	5	16
CC1CCCCN1C(=O)Nc1ccc(Cl)cc1[N+](=O)[O-] (stereo not drawn)	42	64	-16	9	44	30
COc1cc(N(CCC#N)CCC#N)ccc1/C(N=Nc1ccc([N+](=O)[O-])cc1)=N/NC(=O)c1cc(Br)ccc1O	46	51	55	63	45	41

Of the compounds above, these have a cyano group.
SMILES	yeast mlh1 rad18	bub3	cln2 rad14	yeast rad50	mec2-1	sgs1 mgt1
Cc1ccc(C)c(NC(=O)CCC(=O)C(C#N)c2nc3ccccc3s2)c1 (stereo not drawn)	-6	4	18	26	-3	-5
Cc1cn(C(C#N)=C(C#N)C#N)c2ccccc12	-16	18	-37	14	22	-5
COc1cc(N(CCC#N)CCC#N)ccc1/C(N=Nc1ccc([N+](=O)[O-])cc1)=N/NC(=O)c1cc(Br)ccc1O	46	51	55	63	45	41

(cont.)
SMILES	yeast mlh1 rad18	bub3	cln2 rad14	yeast rad50	mec2-1	sgs1 mgt1
Cc1ccc(S(=O)(=O)OCCOCCOS(=O)(=O)c2ccc(C)cc2)cc1	18	19	4	31	0	2
c1ccc(-c2nnc(SCc3nc4ccccc4[nH]3)o2)cc1	52	20	36	6	10	30
NCCCCC(=O)c1cccnc1	-35	-21	20	-21	-10	-45
CCC(=O)C1(CCCN(C)C)c2ccccc2Sc2ccccc21	5	-2	-38	-14	2	-9
COc1cc(C(=O)C(=O)c2cc(OC)c(OC)c(OC)c2)cc(OC)c1OC	12	-1	11	17	4	15
O=c1c(SCc2ccccc2Cl)c(SCc2ccccc2Cl)cnn1-c1ccccc1	1	7	23	11	-3	13
C/C=C\C=N\NC(=O)CCCCCCCCCCC	2	27	-20	8	-2	6
COc1ccc(N=C(C)C(C)=Nc2ccc(OC)cc2)cc1	-18	12	14	-3	3	-15
Cc1ccc2c(c1)C1C3=C(C(=O)C=CC3=O)C2c2ccc(C)cc21	18	4	-48	4	3	14
COC(=O)C(C)CN1CCOCC1 (stereo not drawn)	-14	-18	-8	-20	-33	-14
CCOC(=O)CSCC(C)C(=O)OC (stereo not drawn)	2	2	7	0	0	-3
O=C1CCC2=C(CCC2)N1CCc1ccc2c(c1)OCO2	11	7	25	-2	-10	15
N#CCc1ccc(-c2ccccc2)cc1	6	-20	-32	-3	21	3
Cc1cc2c(cc1C)N(C(=O)CN1CCOCC1)CC(=O)N2	-27	10	10	0	-1	-13
O=C1OC2(CCN(Cc3ccccc3)CC2)C(=O)N1c1cccc(Cl)c1	63	53	41	80*	18	76*
CCCCCC(C)SC#N (stereo not drawn)	3	11	0	0	-8	-4
CCCCNC(C(=O)c1ccccc1)c1ccccc1 (stereo not drawn)	26	14	-17	5	17	0
O=C1c2ccccc2C(=O)N1CNc1cccc(Cl)c1	22	5	10	6	13	9
O=C(NC(=O)c1cn(C2OC(CO)C(O)C2O)c(=O)[nH]c1=O)OCc1ccccc1 (stereo not drawn)	1&-20	-18&-20	20&11	-15&-4	24&-5	-9&-26
O=[N+]([O-])c1ccc(-c2nc(N(CCO)CCO)c3ccccc3n2)o1	67	25	72*	42	70	89*

One compound at a time (already shown):
NCCCCC(=O)c1cccnc1 in the list: yeast mlh1 rad18: -35; bub3: -21; cln2 rad14: 20; yeast rad50: -21; mec2-1: -10; sgs1 mgt1: -45
O=C1CCC2=C(CCC2)N1CCc1ccc2c(c1)OCO2 in the list: yeast mlh1 rad18: 11; bub3: 7; cln2 rad14: 25; yeast rad50: -2; mec2-1: -10; sgs1 mgt1: 15

(continued)
SMILES	yeast mlh1 rad18	bub3	cln2 rad14	yeast rad50	mec2-1	sgs1 mgt1
O=C1c2cccc3cc([N+](=O)[O-])cc(c23)C(=O)N1NC1=NCCN1	18	8	28	22	-8	9
O=C/C=C/c1ccc2c(c1)OC(CO)C(c1ccc(O)c(O)c1)O2 (stereo not drawn)	3	10	8	9	2	7
Cc1cccc(C)c1NC(=O)Nc1cccc(C#N)c1	17	-1	15	0	-11	7
COc1cc(OC)c(C2c3cc4c(cc3OC(N3CCOCC3)C2C)OCO4)c(OC)c1 (stereo not drawn)	2	-14	8	-35	-8	-2
CC(=O)OCC(O)CS(=O)c1ccc(C)cc1 (stereo not drawn)	4	-16	-31	-6	2	0
CC(C)CC(=O)CC(C)CC(C)C (stereo not drawn)	31	-2	14	15	-10	7
O=c1[nH]c2[nH]c(=S)[nH]c(=S)c2[nH]1	0&-20	-11&-25	-42&14	14&-20	-2&8	-5&-18
Cc1cc(C)c2cc3cc(C)cc(C)c3cc2c1	17	-1	4	-9	22	-11
CNC(=O)OCc1c(COC(=O)NC)c(-c2ccc(Cl)c(Cl)c2)n2c1CCC2	91*	56	87*	85*	88*	78*
O=C1NN(c2ccccc2)C(=O)C2C3c4ccccc4C(c4ccccc43)C12 (stereo not drawn)	3	-2	-3	2	-7	1
COP(=N[Si](C)(C)C)(OC)OC	-40	-25	-8	-24	-25	-31
COc1ccc(-n2c(C)nc3c(cnn3C3OC(CO)C(O)C3O)c2=O)cc1 (stereo not drawn)	11	-2	-4	16	-6	-15
O=C1CCCCC(=O)NCCCCCCN1	2	-12	-21	-8	-3	-18
CC1(C)N=C(N)N=C(N)N1c1ccccc1Cl	-16	-7	-40	-1	-6	-1
CC(=O)N(C)NC(=O)c1ccccc1	-5	13	27	10	-13	-10
c1ccc(C2=C(c3ccccc3)CSSC2)cc1	94*	42	47	46	35	80*
O=C(/C=C/c1ccc(Br)cc1)c1ccc(Cl)cc1	-31	x	x	-28	-27	x
O=C(NC(=S)Nc1ccc([N+](=O)[O-])cc1Cl)c1ccccc1F	20	24	22	14	6	20
C[C@H]1CC[C@@]2(OC1)O[C@H]1C[C@H]3[C@@H]4CC[C@@H]5C[C@@H](OC6OC(CO)C(O)C(O)C6OC6OC(CO)C(O)C(O)C6O)CC[C@]5(C)[C@H]4CC[C@]3(C)[C@H]1[C@@H]2C (stereo partly drawn)	91*	-16	19	54	68	38
C[N+]1(C)CC2C3C=CC(C3)C2C1 (stereo not drawn)	-10	0	-11	17	5	12
CC(C)CCCC(C)C1CCC2C3CC=C4CC(OC(=O)Nc5ccc(S(=O)(=O)NC6CCCCC6)cc5)CCC4(C)C3CCC12C (stereo not drawn)	8	-12	-38	-2	-4	13
COc1c(CO)cc(C)cc1CO	0	-1	3	4	0	-7
Cc1ccc(C)c2c1CCc1cc3ccccc3nc1-2	14	30	8	26	-8	12
O=C(c1ccc2ccccc2n1)N(C1CCCCC1)C1CCCCC1	-21	-38	-6	0	-7	24
COC(=O)C(CCSc1ccccc1)C(=O)OC	-3	28	12	1	-4	20
CCN(CC)CCC(=O)c1ccc(C)cc1	-23	0	11	-37	-47	-26
Nc1nc(C2CCCC2)cc(=O)[nH]1	4	-4	-32	12	-1	-2
Cc1c2cc3c(c1O)C(=O)CC(O3)c1ccc(O)c(c1)-c1cccc(c1O)C(=O)OCC1OC(O2)C(O)C(O)C1O (stereo not drawn)	30	40	34	51	54	32
O=C(O)c1ccc(C(=O)c2ccccc2)c(C(=O)O)c1	-17	-63	-9	-4	-2	-19
O=C(Nc1ccccc1)O/N=C(/c1ccccc1)c1ccccn1	10	6	-2	23	-6	8
O=[N+]([O-])c1ccc(N=Nc2c(O)c3ccccc3c3ccccc23)c([N+](=O)[O-])c1	23	6	26	47	10	28
O=S(=O)(c1ccccc1)N1CN(S(=O)(=O)c2ccccc2)CN(S(=O)(=O)c2ccccc2)C1	6	18	11	1	-9	20
CC(C)NCC(O)COc1ccccc1C1CCCCC1 (stereo not drawn)	-4	-6	-4	-16	-12	0
OCc1ccc2[n+](c1)CCC1c3ccccc3NC21 (stereo not drawn)	-6	-26	-8	-8	-9	-19
O=c1c(Br)c(-c2ccccc2)[nH]c2ccccc12	8	-6	1	3	-13	-32
Cc1nc(CO)cc(=O)[nH]1	14	-25	10	20	-6	12
CC(C)CC(C)C	25	13	6	18	-3	21
Nc1ccc(C2=Nc3ccccc3SC(c3ccccc3O)C2)cc1 (stereo not drawn)	6	51	19	25	14	12

Not a hit list. Share with any hit: about 14%.
